Screening results deposited in PubChem by several laboratories.
STAT1 act = STAT1 signaling activators, primary screen, cell-based, HTS, luciferase reporter | activation (% of control), % at 5.5 µM | 200,000 compounds, 2.6% hits | NIH 3T3 STAT1-luciferase reporter, IFN-gamma, luminescence; 100% = IFN-gamma alone, no compound;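 active = activation above the screen-wide mean activation plus 3 SD, cut at about 130% in these data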;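 note: raw ratio to IFN-gamma control signal so 100% means no change and 0% no light; values of inactives mirror those of a sister screen read the other way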
APP 5UTR inh = inhibitors of APP translation via 5'UTR reporter, primary screen, APP 5'UTR luciferase, SH-SY5Y cells | SH-SY5Y APP 5'UTR-luciferase reporter, luminescence | inhibition, % at 2 µM | 190,000 compounds, 0.82% hits;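 active = inhibition above a set limit, derived from the sample mean plus 3 SD, cut at about 45% in these data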; note: values of inactives mirror those of a sister screen read the other way
Diaphorase act = compounds boosting diaphorase resazurin reduction – biochemical, uHTS, resorufin fluorescence, counter-screen for diaphorase-coupled primary assays, primary screen; 190,000 compounds, 0.005% hits; activation factor at 20 µM; Diaphorase/resazurin coupled assay, 16 min; stronger effect = higher value; 1 = vehicle wells, 0 = NADH-free wells;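 active = diaphorase activity raised at least twofold by the compound at 20 µM; inactive = activation factor below 2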
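Assay system: Purified diaphorase enzyme from Clostridium kluyveri | Amount: Enzyme 0.07 U/mL final | Dosing: Compound 20 µM once, DMSO 1% | Timing: 16 min reaction at room temperature | Detection: Fluorescence, excitation 544 nm and emission 590 nm | Evaluation: Higher resorufin formation from activation or reduction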
FLuc act counter = FLuc activators, initial screening, artefact control for FLuc-dependent activation tests, biochemical, ATPlite luminescence; ATPlite luciferase biochemical, 10 min; 0 = ATP-free wells, 1 = DMSO control; activation factor at 10 µM; Luciferin 4-monooxygenase (Photinus pyralis), P08659; 200,000 tested, under 10 active;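 active = luciferase activation factor, scaled between plate controls, of at least 2 with compound at 10 µM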
Target sequence (P08659 whole entry, looked up): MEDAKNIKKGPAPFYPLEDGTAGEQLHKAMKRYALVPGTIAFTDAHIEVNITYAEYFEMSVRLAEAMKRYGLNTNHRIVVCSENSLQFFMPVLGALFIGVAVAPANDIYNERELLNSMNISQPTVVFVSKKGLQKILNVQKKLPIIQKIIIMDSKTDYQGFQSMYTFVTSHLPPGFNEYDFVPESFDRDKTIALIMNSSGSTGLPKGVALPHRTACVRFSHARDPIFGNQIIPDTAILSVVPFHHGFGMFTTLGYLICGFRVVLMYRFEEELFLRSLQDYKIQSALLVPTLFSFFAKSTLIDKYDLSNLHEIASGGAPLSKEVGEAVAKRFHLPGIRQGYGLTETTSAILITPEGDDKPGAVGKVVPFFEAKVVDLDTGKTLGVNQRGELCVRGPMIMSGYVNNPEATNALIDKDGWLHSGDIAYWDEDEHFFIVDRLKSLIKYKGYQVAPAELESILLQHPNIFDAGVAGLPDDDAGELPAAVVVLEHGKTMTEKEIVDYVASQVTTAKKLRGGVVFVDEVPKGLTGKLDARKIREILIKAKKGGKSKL
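assay system = Luciferase/luciferin detection reagent, cell-free biochemical luciferase assay | also added = ATP substrate | times = 10 min post-reagent at room temperature | measured by = luminescence from luciferase reaction | measure = luciferase activation, seen as luminescence increase over controls | benchmarks = low control with PBS replacing ATP, high control enzyme plus ATP without compound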
APP 5'UTR act = activators of APP 5'UTR luciferase reporter, primary screen, SH-SY5Y cells. SH-SY5Y APP 5'UTR luciferase reporter, luminescence; zero percent = DMSO vehicle wells. activation, % at 2 µM. 190,000 compounds, 1% hits;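 active = activation above a set limit, based on mean plus 3 SD of controls, cut at about 140% in these data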; note: values of inactives mirror those of a sister screen read the other way
TLR4-MyD88 BLA = inhibitors of TLR4-MyD88 association in cells, primary screen, cell-based, HeLa CL3-4, BLA complementation, FRET ratio; 200,000 compounds, 0.18% hits; AID 861, 2007; inhibition, % at 8.4 µM; HeLa CL3-4 TLR4/MyD88 BLA complementation; in the data active = inhibition above about 25%;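 note: 0% = vehicle and 100% = reference inhibitor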
Diaphorase inh = diaphorase inhibitors and chemical oxidizers, primary screen, counter-screen for diaphorase-coupled primary assays, biochemical, uHTS, resorufin fluorescence; diaphorase resazurin-to-resorufin fluorescence, NADH, 16 min; bacterial (C. kluyveri) enzyme, not human; inhibition, % at 20 µM; 190,000 compounds, 0.69% hits;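 active = primary screen inhibition at 20 µM above a set limit, cut at about 50% in these data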;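 note: plate controls were DMSO with full reaction for no effect and wells lacking NADH for full effect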
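controls = No-NADH positive control and DMSO neutral control | system = Clostridium kluyveri diaphorase enzyme | timing = reaction incubation of 16 min at room temperature | signal = resorufin fluorescence 544/590 nm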
G6PDH CS = L. mesenteroides G6PDH inhibitors, counter-screen for G6PDH-coupled screening assays, biochemical, Leuconostoc mesenteroides enzyme; glucose-6-phosphate dehydrogenase [Leuconostoc mesenteroides]; Purified L. mesenteroides G6PDH, diaphorase/resazurin coupled fluorescence, 45 min; inhibition, % at 5 µM; 200,000 compounds, 0.12% hits; AID 1020, 2008; in the data active = inhibition above about 50%
FLuc inhib CS = firefly luciferase enzyme inhibitors, primary screen, artefact control for luciferase-based inhibitor screens, biochemical, luminescence, ATPLite. 200,000 compounds, 1.5% hits. 10 min. inhibition, % at 10 µM;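 active = inhibition above about 50% when tested at 10 µM, limit read from the data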
NF-kB neuron act = activators of NF-kB expression in neurons, primary screen, cell-based, HTS | human neuronal cells, NF-kB reporter expression; stronger effect = higher value | fold change at 12.5 µM | 190,000 compounds, 1.6% hits | AID 1239, 2008; in the data active = fold change above about 3.3
Active calls of the source: *.

Structure	STAT1 act	APP 5UTR inh	Diaphorase act	FLuc act counter	APP 5'UTR act	TLR4-MyD88 BLA	Diaphorase inh	G6PDH CS	FLuc inhib CS	NF-kB neuron act
COC(=O)c1ccc2c(=O)n(Cc3ccc(C(=O)NC4CCCC4)cc3)c(=S)[nH]c2c1	95	21	1.1	1	-21	7	-8	-17	0	1.1
C#CCOCCOCCOCCNc1nc(N2CCN(C(=O)[C@H]([C@@H](C)CC)n3cc(CCCN=C(N)N)nn3)CC2)nc(N2CCN(C(=O)[C@H](CCCCN)n3cc(CCCC)nn3)CC2)n1	109	-6	1	1	6	-8	-4	16	-4	1.1
COc1ccc(-c2nc3ccccc3c(=O)n2NC(=O)Cc2ccccc2)cc1	90	-4	1.1	1	4	-18	-8	-10	5	0.94
Cn1c(SCc2nnc(-c3ccc(F)cc3)o2)nnc1C1COc2ccccc2O1 (stereo not drawn)	100	-15	1	1.1	15	8	0	7	-6	1.4
CC(=O)c1sc2nc(-c3cccs3)cc(C(F)(F)F)c2c1N	97	0	0.9	1.1	0	30*	11	2	-5	1.1
Cc1ccc(S(=O)(=O)NCC(=O)OCc2nnc(-c3ccccc3)o2)cc1C	101	9	0.8	1	-9	9	18	2	-2	1.4
O=C(c1ccccc1)c1ccc(OCC(O)CN2CCN(Cc3ccccc3)CC2)cc1 (stereo not drawn)	96	0	0.9	1	0	9	8	3	-2	1.1
COc1cccc(-c2cc(C(=O)N3C(C)CCCC3C)no2)c1 (stereo not drawn)	136*	-71	1	0.9	71	5	-5	-2	14	3.3*
CCOc1cc(N2CCOCC2)c(OCC)cc1NC(=O)CCC1CCCC1	99	0	0.9	1.1	0	-16	10	13	-10	0.75
Cc1ccnc(NS(=O)(=O)c2ccc(NC(=O)C3COc4ccccc4O3)cc2)n1 (stereo not drawn)	94	-9	1	1	9	-2	-4	5	0	1.2
O=S(=O)(Nc1cc(C(F)(F)F)ccc1N1CCOCC1)c1ccc2ccccc2c1	94	-12	0.7	1	12	-1	28	10	-5	0.71
CS(=O)(=O)c1cnc(-c2ccccc2)nc1Oc1ccc(F)cc1	104	-3	1	1	3	13	3	5	-1	0.99
CC1CCN(CCCNC(=O)C2CC(=O)N(C3CCCCCC3)C2)CC1 (stereo not drawn)	96	1	0.9	1	-1	-9	11	4	-1	1.6
COc1ccc(-c2ccc(-c3noc(-c4ccco4)n3)c(OC)n2)cc1	110	-14	1	1	14	-2	1	4	-4	1.2
S=c1[nH]nc(-c2ccco2)n1/N=C/C=C/c1ccccc1	97	-2	0.4	1	2	3	57*	1	-2	1.8
Cc1nnc(-c2cnn(C)c2N)n1Cc1ccc2c(c1)OCO2	98	-22	1	0.8	22	-1	-3	10	17	1.1
COc1cc(NC(=O)N[C@@H](Cc2ccccc2)C(=O)O)cc(OC)c1	101	-3	1	1	3	-1	0	10	-1	0.92
Cc1ccc(NC(C)C(=O)N/N=C/c2ccc([N+](=O)[O-])s2)cc1 (stereo not drawn)	95	6	0.9	1	-6	-4	12	3	-3	0.91
O=C(CN1CCCC1)N1c2ccccc2Sc2ccccc21	103	-1	0.9	1	1	19	9	7	4	1.1
CC(C)OCCCNC(=O)C(NS(=O)(=O)c1ccc2c(c1)c(=O)n(C)c(=O)n2C)c1ccccc1 (stereo not drawn)	101	-2	1	1	2	-17	1	-3	0	1
CCC(C)(C)NC(=O)C(c1ccncc1)N(C(=O)c1sc(C)nc1C)c1ccc(F)cc1 (stereo not drawn)	99	2	0.9	1	-2	-13	9	5	-3	1.3
Cc1ccc(-c2nn(-c3ccccc3)cc2NC(=O)CCl)cc1	108	20	1	0.9	-20	19	-2	-4	6	0.99
Cc1ccc(S(=O)(=O)N2CCC(C(=O)N3CCC[C@H]3C(=O)NCc3ccco3)CC2)cc1	96	-12	0.9	1	12	1	12	5	-4	0.87
CC1Cc2ccccc2N1c1ncnc2nc[nH]c12 (stereo not drawn)	105	-34	0.8	0.8	34	-4	17	-3	21	1.4
CN(C)c1ccc(C=C2C(=O)OC3(CCCC3)OC2=O)cc1	100	4	0.8	0.9	-4	4	17	8	9	1
CC1=CC(c2ccc(Cl)cc2)n2nc(NC(=O)c3ccccc3)nc2N1 (stereo not drawn)	95	8	1.1	1.1	-8	-2	-9	6	-6	0.95
CCOC(=O)C1CCN(C(=O)CN(c2cc(OC)ccc2OC)S(=O)(=O)c2ccccc2)CC1	83	-18	0.8	1.1	18	-7	18	3	-5	0.91
O=c1ccc2cc3c([nH]c4ccc(Br)cc43)oc-2c1O	98	25	0.2	1	-25	-1	76*	16	-3	0.78
Cc1ccc(-c2[nH]nc(N)c2N=Nc2cccc(Cl)c2C)cc1	105	21	0.9	1	-21	9	10	7	1	1.2
CCCCCOC(=O)CSc1nnc(-c2cc(OC)c(OC)c(OC)c2)o1	91	-5	0.8	1	5	7	16	14	2	1.4
CCN1CCCC1CNC(=O)C(=O)Nc1ccccc1 (stereo not drawn)	119	-16	1	1	16	-1	2	5	-2	1.7
O=C(NCc1ccco1)C(=O)NCC1OCCN1S(=O)(=O)c1ccc(Cl)cc1 (stereo not drawn)	109	-1	0.8	1.1	1	2	18	16	-13	1.1
CC(=O)Oc1ccccc1N(C(C)=O)S(=O)(=O)c1ccc(C)cc1	99	1	0.9	1	-1	2	9	3	-2	1.1
CCN1C(=O)c2ccccc2S(=O)c2ccc(C(=O)NC3CC3)cc21 (stereo not drawn)	102	7	1	0.9	-7	-5	-1	24	7	0.99
COc1cccc(C(=O)Cn2c(NCCO)nc3ccccc32)c1	95	2	1.1	1	-2	1	-12	-4	1	1.8
Cc1ccc(NC(=O)CN(C)C(=O)Cn2cc(C(F)(F)F)cc(Cl)c2=O)cc1	91	-5	1	1	5	10	0	7	-1	1.4
COc1ccccc1N1CCN(C2CCN(C(=O)COc3ccccc3)CC2)CC1	95	-1	0.9	1.1	1	-6	12	1	-7	0.92
O=C(c1cccnc1)N1CCN(C/C=C/c2ccccc2)CC1	102	-9	0.9	1.1	9	-3	7	7	-6	1.3
CN1C(=O)CS(=O)c2ccc(C(=O)NC3CC3)cc21 (stereo not drawn)	98	-1	0.9	1	1	0	7	0	-2	1
Cc1ccc(N(Cc2ccccc2F)S(C)(=O)=O)cc1C	102	14	0.9	1.1	-14	-2	10	4	-7	1.1
CCOC(=O)N1CC=C2C(C#N)=C(N)C(C#N)(C#N)[C@H](c3ccsc3)[C@H]2C1	85	8	0.9	1	-8	3	14	-1	0	1.2
CC1NC2(C(=O)N(Cc3ccccc3)c3ccccc32)C2C(=O)N(c3ccccc3)C(=O)C12 (stereo not drawn)	100	-23	0.9	1	23	-4	6	18	-3	1.1
CC(C)CNC(=O)C1CCCN(S(=O)(=O)c2ccc(-n3cnnn3)cc2)C1 (stereo not drawn)	101	-5	0.9	1	5	-4	11	6	1	1
N#Cc1c(-c2ccccc2Cl)noc1/C=C/Nc1ccc(C(=O)O)cc1	105	-20	1	1	20	2	-1	11	0	1.3
O=C(Nc1cn(-c2ccccc2)nc1-c1cccs1)c1ccco1	98	-4	0.8	1	4	-15	22	-2	1	0.94
CCOC(=O)CC(NC(=O)c1cc2cc(Cl)cc(Cl)c2oc1=O)c1cccc([N+](=O)[O-])c1 (stereo not drawn)	97	11	0.8	1.1	-11	6	24	-9	-7	1.1
COc1ccc(-c2nc3ccncc3[nH]2)cc1OC	98	-22	0.9	0.6	22	0	9	0	44	0.91

Entries of single compounds, looked up by structure. Order of screens: STAT1 act, APP 5UTR inh, Diaphorase act, FLuc act counter, APP 5'UTR act, TLR4-MyD88 BLA, Diaphorase inh, G6PDH CS, FLuc inhib CS, NF-kB neuron act
CCCCCOC(=O)CSc1nnc(-c2cc(OC)c(OC)c(OC)c2)o1 in the list: 91, -5, 0.8, 1, 5, 7, 16, 14, 2, 1.4
CCOC(=O)N1CC=C2C(C#N)=C(N)C(C#N)(C#N)[C@H](c3ccsc3)[C@H]2C1 in the list: 85, 8, 0.9, 1, -8, 3, 14, -1, 0, 1.2
Cc1ccc(S(=O)(=O)N2CCC(C(=O)N3CCC[C@H]3C(=O)NCc3ccco3)CC2)cc1 in the list: 96, -12, 0.9, 1, 12, 1, 12, 5, -4, 0.87
O=C(NCc1ccco1)C(=O)NCC1OCCN1S(=O)(=O)c1ccc(Cl)cc1 (stereo not drawn) in the list: 109, -1, 0.8, 1.1, 1, 2, 18, 16, -13, 1.1
Cc1ccc(-c2nn(-c3ccccc3)cc2NC(=O)CCl)cc1 in the list: 108, 20, 1, 0.9, -20, 19, -2, -4, 6, 0.99
